Bioassay records (PubChem)
MmCpn inh = M. maripaludis TRiC chaperonin inhibition; AID 504842; actives 0.031% (n = 330,000); Potency, µM (top dose mostly 76.9 µM), inactives show top-dose activity, negative = inhibition, actives largely listed as inhibitors; purified Mm-Cpn ATPase, ADP Transcreener TR-FRET; also: potency is read from the fitted curve at half-maximal effect; % is scaled to controls: 0 for no effect and ±100 for the full control effect; nearly all actives have a fitted effect of over 80% in size
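25 nM Mm-CPN + cpd, 10 min 37°C; + 10 uM ATP, 30 min 37°C; buffer 30 mM Tris pH 7.4, 100 mM KCl, 5 mM MgCl2, 1 mM DTT; Transcreener ADP HTRF detection 30 min RT.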
aSyn yeast inh = inhibitors of alpha-synuclein toxicity in yeast; Yeast expressing alpha-synuclein, growth rescue, BacTiter-Glo, 24 h; Potency, µM (highest dose often 46.1 µM), for inactives: top-dose growth rescue (activation), most hits filed as activators; actives 0.14% (n = 370,000); also: potency is read from the fitted curve at half-maximal effect; % of control where 0% means no effect; nearly all actives have a fitted effect of over 65% in size
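Galactose-induced alpha-syn yeast (OD600=0.02, raffinose-pregrown) + pinned cpd, 24 hr, 30 deg C; growth by BacTiter-Glo luminescence. Growth restoration scores as activation.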
TDP43 rescue = TDP-43 toxicity inhibition in yeast | TDP-43 expressing yeast growth rescue, BacTiter-Glo, 24 h | actives 1.8% (n = 410,000) | Potency, µM (series often up to 46.1 µM), without a hit: at the top dose growth rescue (activation), most hits filed as activators; also: potency is read from the fitted curve at half-maximal effect; % of control where 0% means no effect; nearly all actives have a fitted effect of over 50% in size
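Yeast expressing TDP-43 (pregrown in raffinose, seeded at OD600=0.02 in galactose medium) exposed to compounds 24 hr at 30 deg C. Growth read by BacTiter-Glo luminescence; rescue of toxicity appears as increased signal.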
GLP-1R inv ag = GLP-1 receptor (human) inverse agonism; P43220; HEK293 GLP-1R CRE-luciferase, luminescence, 24 h; GLP-1R form is constitutively active; Potency, µM (doses to about 38.3 µM), inactives show top-dose activity change, negative = inhibition, most hits filed as inhibitors; actives 1.6% (n = 410,000); also: potency is read from the fitted curve at half-maximal effect; % is scaled to controls: 0 for no effect and ±100 for the full control effect; nearly all actives have a fitted effect of over 55% in size
Target sequence (P43220 whole entry, looked up): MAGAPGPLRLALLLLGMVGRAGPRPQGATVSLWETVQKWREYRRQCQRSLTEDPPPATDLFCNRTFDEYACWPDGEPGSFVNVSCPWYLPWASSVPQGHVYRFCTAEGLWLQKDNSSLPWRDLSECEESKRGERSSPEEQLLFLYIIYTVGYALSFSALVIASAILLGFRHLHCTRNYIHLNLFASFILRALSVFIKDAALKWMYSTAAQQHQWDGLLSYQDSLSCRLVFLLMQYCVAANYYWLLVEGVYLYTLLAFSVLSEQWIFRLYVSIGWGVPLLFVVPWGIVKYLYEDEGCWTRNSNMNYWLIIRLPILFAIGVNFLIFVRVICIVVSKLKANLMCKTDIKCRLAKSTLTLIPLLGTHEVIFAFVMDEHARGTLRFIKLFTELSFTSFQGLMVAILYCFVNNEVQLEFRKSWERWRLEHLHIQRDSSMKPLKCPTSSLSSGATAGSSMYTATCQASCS
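Stable HEK293 clone (constitutively active GLP-1R + cAMP-response luciferase); 200 cells/uL plated, 12 h pre-culture, compound 24 hr, 37 deg C/5% CO2; detection reagent 12 min RT; luminescence.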
GLP1R cytotox = cytotoxicity in counter-screen for GLP-1R inverse agonists; HEK293 cAMP-luciferase reporter cells, luminescence, 24 h; Potency, µM (highest dose often 38.3 µM), inactives show at the highest dose activity change, negative = inhibition, usual class: inhibitors; actives 0.13% (n = 410,000);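 also: loss of luciferase light is scored as toxicity; potency is read from the fitted curve at half-maximal effect; % is scaled to controls: 0 for no effect and ±100 for the full control effect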
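Cells in DMEM/10% Nu serum/1% pen-strep, 1536-well format. Pre-incubated 12 h, dosed with 23 nL compound, incubated a further 24 h. Luciferase detection, 12 min at room temp, luminescence.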
pAkt inh = blocks phosphorylation of Akt; Neuro2A IGF-stimulated pAkt S473 HTRF, 20 min; hits give low values; activity change, % for hits at 50 µM; actives 0.32% (n = 360,000); AID 651550; in the data active = activity change below about -80%; inconclusive = mostly about -51% to -80%; also: % is scaled to controls: 0 for no effect and ±100 for the full control effect
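Single-point screen (50 µM final compound) in Neuro2A cells stimulated 20 min with 6 nM IGF at 37 deg C. After lysis, Ser473-phosphorylated Akt read by HTRF (ex 330 nm, em 615/665 nm) as the 665/615 ratio.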
Abeta rescue = restores growth of yeast expressing A-beta42 peptide | actives 0.063% (n = 410,000) | yeast expressing A-beta42, growth rescue, OD600, 48 h; response scale: 0% DMSO, 100% iron-clioquinol control | Potency, µM (titrated, usually from 46.1 µM), inactives show at the highest dose growth rescue, actives largely listed as activators; also: potency is read from the fitted curve at half-maximal effect; nearly all actives have a fitted effect of over 55% in size
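Yeast A-beta toxicity model in growth medium with pinned compounds, 48 h at 30 C; growth read as absorbance at 600 nm. Normalized to FeCl3/clioquinol equimolar mix (positive) and DMSO (negative).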
PTHR1 ag = agonists of human PTHR1 parathyroid hormone receptor; AID 743266; Q03431; Potency, µM (top dose mostly 115 µM), inactives show top-dose activation, most hits filed as activators; actives 0.075% (n = 410,000); HEK293 GP2 PTHR1 cells, GloSensor cAMP luminescence, 1 h; also: potency is read from the fitted curve at half-maximal effect; nearly all actives have a fitted effect of over 55% in size; some results filed as inactive show a strong effect at the top dose; inactives centre near -15; many of its hits are not listed in these tables
Target sequence (Q03431 whole entry, looked up): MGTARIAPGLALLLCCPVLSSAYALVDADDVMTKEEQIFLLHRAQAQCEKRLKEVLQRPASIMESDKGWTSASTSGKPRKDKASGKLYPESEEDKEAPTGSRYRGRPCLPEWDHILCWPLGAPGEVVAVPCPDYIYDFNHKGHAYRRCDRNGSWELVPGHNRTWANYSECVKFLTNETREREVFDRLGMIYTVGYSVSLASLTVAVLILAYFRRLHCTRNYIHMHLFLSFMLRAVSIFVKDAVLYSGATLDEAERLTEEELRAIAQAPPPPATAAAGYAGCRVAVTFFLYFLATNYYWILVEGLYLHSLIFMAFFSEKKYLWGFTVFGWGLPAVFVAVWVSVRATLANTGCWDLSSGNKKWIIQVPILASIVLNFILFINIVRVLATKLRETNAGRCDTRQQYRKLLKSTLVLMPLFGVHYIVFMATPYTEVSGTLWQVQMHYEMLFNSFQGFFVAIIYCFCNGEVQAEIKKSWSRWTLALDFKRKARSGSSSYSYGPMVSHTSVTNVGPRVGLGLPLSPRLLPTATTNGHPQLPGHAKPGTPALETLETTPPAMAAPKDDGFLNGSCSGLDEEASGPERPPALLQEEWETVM
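HEK-293-derived GP2 cells expressing PTHR1 and a GloSensor cAMP reporter, 3,000/well, plated overnight, given luciferin plus IBMX (each 0.5 mM as added) for 1 h at 37 °C, then compound for 1 h at 37 °C. Luminescence was read after 15 min at room temperature.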
FUS yeast rescue = rescues growth of FUS-expressing yeast; S. cerevisiae FUS-expressing, growth rescue, OD600, 24 h; Potency, µM (highest dose often 76.6 µM), for inactives: at the highest dose growth rescue (activation), hits mostly activators; actives 0.24% (n = 390,000); AID 1347120;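 also: potency is read from the fitted curve at half-maximal effect; plate controls were DMSO vehicle for no effect and reference control for full effect; nearly all actives have a fitted effect of over 55% in size; some results filed as inactive show a strong effect at the top dose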
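Compound concentration series was pinned onto galactose-induced FUS-expressing yeast seeded at OD 0.005. Plates sat 24hr at 30C; absorbance at 600 nm gave growth. DMSO served as background control.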
Active calls of the source: *; i = inactive; ? = inconclusive; nt = no result given; & = joins results of further samples; [ ] = dose if it differs, or a comment. Unless noted, calls follow the shape of the dose curve; as a rule, active = well fitted curve in the direction sought with a large enough effect; inconclusive = small, poorly fitted or top-dose-only effect, or another doubt; inactive = no such curve, though single readings can be large; an effect the other way counts as inactive or inconclusive. An excerpt, so the mix of outcomes need not match the whole.

SMILES | MmCpn inh | aSyn yeast inh | TDP43 rescue | GLP-1R inv ag | GLP1R cytotox | pAkt inh | Abeta rescue | PTHR1 ag | FUS yeast rescue
Cc1onc(-c2ccccc2)c1NC(=O)N(Cc1ccccc1)C(C)C | -0.6% | 1.2% | 18.1% | -24.0% | 0.5% | i | 8.6% | i | 9.4%
Cn1c(=O)cc(N2CCCCC2)[nH]c1=O | 0.5% | -0.6% | 14.4% | 9.0% | 21.1% | i | -1.8% | -22.1% | -33.7%
CC(=O)Nc1ccc(Oc2cc(NC(C)=O)cc([N+](=O)[O-])c2)cc1 | 1.3% | 7.0% | 0.0% | -0.7% | -1.3% | i | -16.6% | -6.1% | 10.9%
CCN(C(=O)CSc1nc(-c2ccc(C(C)C)cc2)no1)c1ccccc1 | nt | nt | 24.8% | 11.2µM* | 3.4% | nt | 6.0% | -51.0%[inhibitor] | 35.2%
CCCCCCOC(=O)NCC(O)c1ccccc1 (stereo not drawn) | -2.6% | -10.2% | ? | 0.0% | -6.1% | i | 17.3% | ? | 33.1%
COC(=O)[C@@H]1C[C@@H]2CC[C@@H](O)C[C@@H]2N1Cc1ccc(N2CCN(C)CC2)cc1 | 0.5% | 0.9% | 2.7% | -0.6% | -5.9% | i | -7.3% | -3.4% | -16.5%
CCN1C(=O)CSC1=Nc1cccc(C(=O)O)c1 | 0.4% | 8.8% | 11.6% | 1.3% | -23.1% | i | -9.7% | i | -2.9%
CC(=O)N1CCOc2ccc(S(=O)(=O)N3CCC(C)CC3)cc21 | -1.7% | -0.7% | -7.1% | 13.2% | 14.8% | i | 0.6% | i | 12.1%
COc1ccccc1C(CNC(=O)c1ccc(S(=O)(=O)NCc2ccco2)cc1)N(C)C (stereo not drawn) | 1.2% | -11.4% | -23.2% | -19.5% | 12.8% | i | 3.7% | i | 25.2%
Cc1nnc(NC(=O)c2cc(-c3ccncc3)nc3c(C)cccc23)s1 | 0.7% | 3.3% | 13.3% | 60.6%[activator] | 3.4% | i | 13.8% | i | 31.8%
Cc1nn(-c2ccccc2)c(C)c1C=O | 2.5% | -5.6% | -9.5% | 0.9% | 5.0% | i | -11.0% | i | 11.1%
COC(=O)c1ccc(NC(=O)CSc2nc3ccccc3c(=O)[nH]2)cc1 | -1.5% | -0.6% | -21.6% | 26.1% | -2.8% | nt | -1.0% | -9.8%[57.5 µM] | 27.1%
COCCCNC(=O)Cn1c(=O)n(-c2ccccc2)c(=O)c2c1c1cc(OC)ccc1n2C | nt | nt | 5.3% | 19.1% | 5.4% | nt | 4.0% | -22.4% | 3.5%
CCC(=O)NCCNc1nc2cc(C)c(C)cc2cc1C#N | 1.0% | -15.2% | -0.6% | 25.8% | 26.1% | i | -1.4% | -10.0% | 2.7%
Cc1ccc(CNC(=O)c2c(-c3ccccc3Cl)noc2C)cc1 | 0.6% | 0.3% | ? | ? | 0.8% | i | 0.7% | -7.8% | -27.8%
CC1CCCN(C(=O)c2cccc(S(=O)(=O)N3CCCC3)c2)C1 (stereo not drawn) | -0.1% | 1.0% | 0.6% | 10.8% | -14.7% | i | -1.2% | -16.9% | -27.9%
CCN=C(NCC)SC1CC(=O)N(c2ccccc2)C1=O (stereo not drawn) | 0.2% | 2.3% | 5.2% | 7.3% | -19.4% | i | -31.2%[inhibitor] | i | 5.1%
COc1cccc(CN2C(=O)CN(C3CCCCC3)C(=O)C2c2ccc(OC)c(OC)c2)c1 (stereo not drawn) | nt | nt | -1.2% | 8.8% | 7.0% | nt | -10.0% | i | 27.4%
Cc1ccc2nc(-c3cccc(Br)c3)c(CC3CCCCC3)n2c1 | nt | -18.5% | ? | -21.6% | -12.1% | i | -16.0% | -7.3% | 17.0%
O=C(CC1SCCNC1=O)Nc1cc(Cl)cc(Cl)c1 (stereo not drawn) | -1.6% | 11.9% | 17.2% | -26.7% | 0.4% | i | 26.3% | i | -11.8%
O=C(CSc1ncccn1)N/N=C/c1cccs1 | -0.7% | -5.5% | -13.0% | 12.4% | 5.5% | i | -11.8% | i | 13.1%
Cc1nc2ccccc2c(=O)n1NC(=O)c1cc(Br)ccc1Cl | -1.4% | -0.6% | 15.6% | -0.2% | -12.3% | i | 2.6% | -48.3%[inhibitor] | 9.2%
O=c1oc2ccccc2cc1C1=Nn2c(nnc2-c2cccnc2)SC1 | -1.4% | -1.1% | -13.4% | 11.9% | 69.9%[activator] | i | 5.2% | i | 26.4%
CCC(C)(C(=O)NC1CCCCC1)N(Cc1ccco1)C(=O)Cc1cccs1 (stereo not drawn) | 1.7% | -8.9% | 1.1% | -3.4% | -12.5% | i | 6.1% | i | 7.2%
CCc1ccc(NC(=O)CSc2nc3ccccc3c(=O)n2CCC(=O)NC2CCCCC2)cc1 | nt | nt | 4.6% | 5.6% | 12.7% | nt | -12.1% | -13.7% | -22.6%
COc1ccc(NC(=O)N(C)C[C@H]2Oc3ccc(NS(=O)(=O)c4ccc(F)cc4)cc3C(=O)N([C@H](C)CO)C[C@@H]2C)cc1 | 0.5% | -8.7% | -5.9% | -1.3% | 18.6% | i | -6.4% | -1.1% | 36.2%
COc1ccc(NC(=S)N2CCC(NC(=O)c3ccc(OC)cc3)CC2)cc1 | 0.5% | -9.0% | -12.0% | 11.6% | 2.1% | i | -6.8% | i | 7.5%
CC(=O)Nc1cc(-c2nc3cc(Cl)ccc3o2)ccc1C | nt | nt | 25.8% | 10.2% | -0.8% | nt | -6.1% | i | 3.7%
Cc1cc(C)cc(N=Cc2ccc([N+](=O)[O-])s2)c1 | -0.9% | -78.6%[inhibitor] | -92.5%[inhibitor] | 85.3%[activator] | ? | i | -82.4%[inhibitor] | -45.9%[inhibitor] | nt
COc1ccccc1-n1c(C)c(C(=O)O)c2cc(OC)c3ccccc3c21 | -0.5% | -0.4% | 0.0% | 2.1% | -6.3% | i | -25.5% | -21.8% | ?

As a short view, some entries already given:
SMILES | MmCpn inh | aSyn yeast inh | TDP43 rescue | GLP-1R inv ag | GLP1R cytotox | pAkt inh | Abeta rescue | PTHR1 ag | FUS yeast rescue
Cc1ccc2nc(-c3cccc(Br)c3)c(CC3CCCCC3)n2c1 | nt | -18.5% | ? | -21.6% | -12.1% | i | -16.0% | -7.3% | 17.0%
O=C(CC1SCCNC1=O)Nc1cc(Cl)cc(Cl)c1 (stereo not drawn) | -1.6% | 11.9% | 17.2% | -26.7% | 0.4% | i | 26.3% | i | -11.8%
O=C(CSc1ncccn1)N/N=C/c1cccs1 | -0.7% | -5.5% | -13.0% | 12.4% | 5.5% | i | -11.8% | i | 13.1%
Cc1nc2ccccc2c(=O)n1NC(=O)c1cc(Br)ccc1Cl | -1.4% | -0.6% | 15.6% | -0.2% | -12.3% | i | 2.6% | -48.3%[inhibitor] | 9.2%

Continuation:
SMILES | MmCpn inh | aSyn yeast inh | TDP43 rescue | GLP-1R inv ag | GLP1R cytotox | pAkt inh | Abeta rescue | PTHR1 ag | FUS yeast rescue
O=C(CSc1ncccn1)c1ccccc1Br | -4.0% | 0.0% | 9.2% | 3.4% | -10.1% | i | 4.9% | i | -7.9%
COc1ccc(NC(=O)c2cccc3c(-c4cnn(C)c4)coc23)cc1 | nt | 8.8% | 12.6µM* | -32.6% | 8.7% | i | -22.1% | -27.3% | 28.1%
COCCNC(=O)CN(C(=O)Cn1nnc2ccccc21)c1ccc(F)c(Cl)c1 | 2.2% | 3.7% | 8.2% | 1.8% | 0.6% | i | -1.2% | i | 3.4%
OC[C@@H](O)[C@@H](O)[C@H](O)[C@@H](O)CO | 0.5% | -6.6% | 2.6% | 1.8% | 3.8% | i | -4.2% | -13.0% | -12.0%
O=c1cc(CO)oc(CN2CCN(Cc3ccccc3)CC2)c1O | 1.4% | 1.0% | 3.2% | 13.4% | -2.8% | i | 19.2% | -9.6%[57.5 µM] | 4.2%
CCN(CC)c1ccc(NC(=O)Cn2nc(C)n3cccc3c2=O)c(C)c1 | nt | nt | 0.1% | -1.3% | -5.1% | nt | -6.1% | -7.5% | 15.3%
Cc1cccc(NC(=O)CSc2nc(=O)n3ccccc3n2)c1C | 0.4% | -5.8% | -16.5% | 30.8%[activator] | -0.4% | i | -2.8% | -0.8% | 5.3%
O=C(NCc1ccccc1)c1c[nH]c2ccccc2c1=O | -1.7% | -13.2% | 9.3% | 2.9% | -2.7% | i | -0.5% | -22.4% | -11.1%
O=C(COc1ccc(S(=O)(=O)N2CCc3ccccc32)cc1Cl)NCc1ccccn1 | 0.2% | 20.4% | -7.7% | -3.9% | -26.7% | nt | -1.9% | -7.2%[57.5 µM] | ?
CC(=O)Nc1ccc(NC(=O)c2cc(-c3ccc(C)c(C)c3O)n[nH]2)cc1 | -3.3% | -1.9% | 9.1% | 5.2% | 0.0% | i | -0.9% | -3.0% | 8.1%
O=C(/C=C/c1ccc(-c2ccccc2[N+](=O)[O-])o1)c1ccc(F)cc1 | 0.8% | -5.1% | -9.8% | ? | -18.2% | i | -5.8% | -1.3%[57.5 µM] | 9.2%
CCN1CCN(C(=O)c2ccc3c(c2)N(Cc2ccccc2)C(=O)c2ccccc2S3=O)CC1 (stereo not drawn) | -1.0% | 26.4% | 10.5%&-6.2% | -2.4%&7.5% | -17.4%&-4.2% | i | 3.2%&-14.1% | -12.2% | -20.3%&-10.0%
